HCV inhibitor: inhibitors of hepatitis C virus infection. Huh7.5.1 HCVcc-Cre infection, luciferase reporter, 44 h. Potency, µM (highest dose often 41.8 µM), for the others: at the highest dose activity change, negative = inhibition, most hits filed as inhibitors. 3.4% of 340,000 active; also: potency is read from the fitted curve at half-maximal effect
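Antiviral activity was scored by luciferase reporter output from cells infected with HCVcc-Cre (~0.5 moi) in presence of compound, 44 h infection period, cells seeded 1,000/well 4 h prior.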
AmpC detergent: AmpC beta-lactamase inhibition with detergent present; P00811; AmpC hydrolysis of nitrocefin, absorbance 480 nm, 0.01% Triton; Potency, µM (doses to about 114 µM), without a hit: at the highest dose activity change, negative = inhibition, actives largely listed as inhibitors; 0.041% of 370,000 active; AID 485294;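 also: potency is read from the fitted curve at half-maximal effect; 0% = no-compound wells and -100% = no-enzyme wells; nearly all actives have a fitted effect of over 25% in size; some results filed as inactive show a strong effect at the top dose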
Target sequence (P00811 whole entry, looked up): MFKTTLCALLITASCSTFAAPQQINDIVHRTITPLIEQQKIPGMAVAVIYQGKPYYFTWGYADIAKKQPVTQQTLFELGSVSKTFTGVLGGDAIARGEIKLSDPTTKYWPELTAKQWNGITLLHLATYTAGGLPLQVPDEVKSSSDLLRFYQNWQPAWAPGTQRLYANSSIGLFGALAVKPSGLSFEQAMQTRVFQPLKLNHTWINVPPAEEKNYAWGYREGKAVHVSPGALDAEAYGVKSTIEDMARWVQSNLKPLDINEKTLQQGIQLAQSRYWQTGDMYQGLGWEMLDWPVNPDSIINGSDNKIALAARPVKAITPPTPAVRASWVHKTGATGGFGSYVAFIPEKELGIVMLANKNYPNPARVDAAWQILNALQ
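20 mM phosphate pH 7.0 + 0.01% (detergent screen) or 0.0001% Triton X-100; 5.3 nM AmpC reagent; cpd preinc 15 min RT; nitrocefin (800 uM stock) to start; A480 q20 s × 4 min; Activity was normalised to no-enzyme and no-compound control wells.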
Giardia FBPA inh: inhibitors of Giardia lamblia fructose-1,6-bisphosphate aldolase | 0.71% of 290,000 active | A8B2U2 | purified Giardia FBPA | Potency, µM (doses to about 59.6 µM), for the others: at the highest dose activity, negative = inhibition, hits mostly inhibitors; also: potency is read from the fitted curve at half-maximal effect; nearly all actives have a fitted effect of over 55% in size
Target sequence (A8B2U2 whole entry, looked up): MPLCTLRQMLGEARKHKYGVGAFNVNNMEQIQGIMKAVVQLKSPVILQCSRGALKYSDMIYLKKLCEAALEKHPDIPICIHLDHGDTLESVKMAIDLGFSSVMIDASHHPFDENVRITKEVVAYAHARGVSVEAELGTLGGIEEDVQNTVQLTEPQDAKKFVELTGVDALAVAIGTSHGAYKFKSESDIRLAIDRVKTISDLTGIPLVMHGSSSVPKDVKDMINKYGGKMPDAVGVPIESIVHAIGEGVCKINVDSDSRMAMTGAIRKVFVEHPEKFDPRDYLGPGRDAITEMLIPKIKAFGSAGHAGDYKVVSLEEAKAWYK
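Giardia FBPA (40 nM reagent) was preincubated 10 min at RT with compound (up to 57.5 uM final), then substrate plus GAPDH/TPI/NAD/arsenate coupling system with diaphorase/resazurin was added; resorufin fluorescence (525/598 nm) was read after 20 min.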
Sm TGR inh: inhibitors of Schistosoma mansoni thioredoxin glutathione reductase; purified TGR, DTNB reduction, TNB absorbance 405 nm; AID 485364; Q962Y6; Potency, µM (doses to about 114 µM), without a hit: at the highest dose activity change, negative = inhibition, usual class: inhibitors; 3% of 360,000 active; also: potency is read from the fitted curve at half-maximal effect; nearly all actives have a fitted effect of over 60% in size
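TGR 20 nM + NADPH 100 uM (dispensed conc.), cpd preinc 15 min RT; start with NADPH (500 uM addition) then DTNB (15 mM addition). Kinetic TNB absorbance, 405 nm filter. Four-parameter Hill fit across titration.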
AMA1-RON2 inh: AMA1-RON2 (P. falciparum) interaction inhibition; Potency, µM (series often up to 58.2 µM), for inactives: at the top dose activity change, negative = inhibition, most hits filed as inhibitors; AID 720542; AlphaScreen AMA1-biotinylated RON2 peptide binding; 0.2% of 360,000 active;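 also: potency is read from the fitted curve at half-maximal effect; 0% = vehicle wells and -100% = peptide control; nearly all actives have a fitted effect of over 45% in size; some results filed as inactive show a strong effect at the top dose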
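AMA1 (3D7) with his tag at 25 nM final met compounds first, then biotinylated RON2 peptide at 25 nM; detection used donor plus acceptor beads, 10 µg/mL apiece, read by AlphaScreen after 30 min at room temperature.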
HCMV inh: inhibitors of human cytomegalovirus; HFF cells, HCMV-luciferase reporter, 72 h; stronger effect = lower value; activity change, negative = inhibition, % at 57.5 µM; 4.5% of 410,000 active; AID 1259415; in the data active = activity change below about -60%; inconclusive = no clear call, values can overlap the other calls; inactive = above about -39%
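HFF cells seeded 16 h at 37C, treated with compounds, infected with luciferase-reporter HCMV at MOI 1 PFU/cell; luciferase read at 72 h post infection, normalized to buffer-only and Salinomycin controls.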
* marks the source's active call; other numbers are inactive results; u = inconclusive; x = not tested or not shown; [ ] = remark or other dose. Unless noted, calls follow the shape of the dose curve; as a rule, active = well fitted curve in the direction sought with a large enough effect; inconclusive = small, poorly fitted or top-dose-only effect, or another doubt; inactive = no such curve, though single readings can be large; an effect the other way counts as inactive or inconclusive. Unless noted, % is scaled to controls: 0 for no effect and ±100 for the full control effect. This is a random part of the collection; any-hit rate near 9.3%.

molecule	Giardia FBPA inh	HCV inhibitor	AmpC detergent	AMA1-RON2 inh	Sm TGR inh	HCMV inh
Cc1ccc(C(C)C)c(OCC(=O)Nc2cccc(S(=O)(=O)NC3=NCCCCC3)c2)c1	x	u	-5.7%	-18.0%	-0.5%	-4.5
CCn1cc(/C=C/C(=O)Nc2ccn(Cc3c(F)c(F)c(F)c(F)c3F)n2)cn1	-0.6%	-26.2%	-6.6%	-6.6%	-1.3%	u
CC(=O)Nc1ccc(NC(=O)CN(c2ccc(C(C)C)cc2)S(=O)(=O)c2ccccc2)cc1	2.9%	-21.4%	-3.8%	-2.9%	-11.4%	-32.1
Cc1ccc(CNC(=O)c2c(-c3ccccc3)noc2C)cc1	13.2%	-6.4%	-2.6%	-3.5%	9.1%	-18.9
C=CCN1C(=O)C2(OCCCO2)c2ccccc21	0.4%	16.6%	-4.5%	-13.4%	20.1%	-9.1
CCCCOc1ccc(-c2cn3ccccc3n2)cc1[N+](=O)[O-]	-14.4%	u	-1.9%	-6.9%	0.1%	1.2
O=C(C[C@H]1C[C@H](C(=O)N2CCCCC2)[C@@]2(CCc3ccccc3)c3[nH]c4ccc(Cl)cc4c3CCN2C1=O)NCCCn1ccnc1	x	25.1µM*	x	0.5%	x	-24.8
OCc1nn2c(c1Br)NC(c1ccccc1)CC2C(F)(F)F (centres undefined)	2.0%	-0.6%	-8.9%	0.4%	0.0%	-2.9
CCc1ccccc1Nc1nn2c(=O)c3ccc(C(=O)NC(C)c4ccccc4)cc3nc2s1 (centres undefined)	x	x	21.1%	x	0.5%	-30.2
CCC1(CC)C(=O)C2=C3C1[C@H](C(=O)OC)C=C(C(=O)OC)C[C@H]3n1c(=O)n(C)c(=O)n1[C@H]2C (some centres undefined)	-0.4%	7.2%	x	-5.2%	x	2.2
COc1ccc(NC(=O)c2cc3ccccn3n2)cc1	-26.1%	u	u	19.7%	0.2%	61.3
Cc1ccc(CN2CCN(C3CCN(C(=O)c4ccc(C)cc4)CC3)C(=O)C2=O)cc1	x	x	-4.9%	x	6.9%	10.5
COc1cccc(OCc2cc(C(=O)N(Cc3ccccc3)CC3CC3)no2)c1	3.0%	u	-1.4%	20.9%	12.5%	-14.3
COc1ccc(OCCCN2CCCC(C)C2)cc1 (centres undefined)	-3.1%	-3.2%	u	-7.7%	0.2%	63.8
O=C(NNS(=O)(=O)c1ccccc1)c1ccc(F)cc1	2.8%	17.3%	u	-14.5%	7.6%	9.0
CC(C)N1CCC(NC(=O)Nc2ccc3c(c2)OCO3)CC1	-4.2%	-14.9%	-7.6%	-0.3%	3.4%	4.9
CCN(CC(=O)Nc1c(F)cccc1F)C(=O)/C=C/c1ccc(S(=O)(=O)N2CCCCCC2)cc1	x	u	0.0%	22.6%	-7.7%	-26.5
O=C1[C@H]2[C@@H](c3ccc(F)cc3)N3C(=O)N(c4cccc(F)c4)C(=O)[C@@]3(Cc3ccc(Cl)cc3)[C@H]2C(=O)N1C1CCCCC1	x	-18.8%	-10.8%	2.5%	1.7%	-21.1
NS(=O)(=O)c1ccc(CCNC(=O)CSc2nc3ccsc3c(=O)n2C2CC2)cc1	7.5%	-0.7%	0.2%	-25.9%	-2.5%	-7.8
CCc1ccccc1Nc1nc(N)nc(CSc2nnc3ccccn23)n1	-0.9%	25.1%	-6.8%	48.1%[activator]	3.1%	2.8
O=C(CSc1nc2cc(S(=O)(=O)N3CCOCC3)ccc2o1)NC1CCCc2ccccc21 (centres undefined)	3.6%	u	-6.7%	20.4%	3.2%	-19.2
CN(CCN(C)C(=O)c1[nH]cnc1C(=O)Nc1ccccc1)C(=O)c1[nH]cnc1C(=O)Nc1ccccc1	x	15.0%	x	118.5%[activator]	x	31.1
COc1ccc(C(=O)N/C(=C\c2ccccc2)C(=O)NC(CCSC)C(=O)O)cc1 (centres undefined)	12.4%	13.5%	-1.8%	15.3%	-4.2%	21.6
Cc1cc(C)cc(NC(=O)CSc2ncc(S(=O)(=O)c3ccccc3)c(=O)[nH]2)c1	u	9.7%	0.4%	x	-7.5%	-6.7
CC(NCc1cccc(S(=O)(=O)N(C)C)c1)c1ccc(F)cc1 (centres undefined)	u	12.3%	-8.9%	-16.5%	24.2%	14.6
CC1CN=C(N(C(=O)Nc2ccccc2)C(C)C)S1 (centres undefined)	1.8%	u	-14.2%	-11.6%	-2.3%	24.8
CC(=O)Nc1ccc(N(CC(=O)NC2CCCC2)C(=O)CCC(=O)Nc2cc(C)on2)cc1	14.7%	0.5%	u	-7.3%	7.9%	8.9
CCOc1ccc(-n2c(Cc3cc(=O)[nH]c(=O)[nH]3)nnc2SCC(=O)NC2CCCC2)cc1	-10.4%	-0.9%	-12.0%	10.5%	u	27.3
NS(=O)(=O)c1ccc(N2N=C(c3ccccc3)CC2c2cccc(F)c2)cc1 (centres undefined)	-8.4%	u	u	102.0%[activator]	-1.3%	-11.7
C=CCN1C=C2C(=O)C(C)(OC(=O)CC)C(=O)C=C2C=C1CCCC (centres undefined)	u	8.2%	0.1%	1.5%	-10.4%	-14.5
CCC(=O)c1c[nH]c(C(=O)NCCc2ccccn2)c1	-0.1%	18.8%	-13.7%	6.6%	6.7%	44.4
COc1cc(CCC(=O)OCC(=O)Nc2ccc(C)cc2Br)cc(OC)c1OC	7.8%	17.1%	-18.9%	3.6%	4.1%	14.2
O=C(NCCCn1ccnc1)/C(=C\c1ccco1)NC(=O)c1ccco1	-5.9%	3.7%	1.9%	-1.5%	5.9%	-10.3
CC1CCN(C(=O)CCNS(=O)(=O)c2ccccc2)CC1	-0.5%	-0.2%	-8.9%	8.6%	0.0%	8.5
Cc1ccc(N2CC(C(=O)N3CCC(C(=O)Nc4cccc(Br)c4)CC3)CC2=O)cc1 (centres undefined)	3.2%	-11.1%	-0.4%	-6.2%	7.4%	-13.4
COc1cc(OC)cc(C(=O)N2CCN(c3ccc(N4CCOCC4)nn3)CC2)c1	x	21.8%	0.0%	7.3%	-19.0%	-15.6
COc1ccc(NC(=O)CC2Oc3ccccc3NC2=O)c(OC)c1 (centres undefined)	9.7%	-13.0%	2.0%	-8.3%	8.1%	u
CCOC(=O)Nc1ccc(C(=O)NCC2CCCO2)cc1 (centres undefined)	0.8%	0.0%	-8.1%	-10.6%	-13.6%	-10.7
O=C1CCCC/C=C\C[C@H](CC(=O)N(CCO)Cc2ccccc2)C(=O)NC[C@H](c2ccccc2)O1	x	15.3%	x	9.2%	x	75.9
CC(C)Oc1ccccc1/C=N/NC(=O)c1ccc(F)cc1	-2.3%	7.94µM*	0.3%	5.2%	7.9%	13.6
COc1cccc(-c2cc3nc(-c4ccccc4)cc(N4CCC5(CC4)OCCO5)n3n2)c1	-8.5%	u	1.5%	40.5%[activator]	-23.4%	-3.3
Cc1cc(C(=O)CSc2nnc(N)s2)c(C)n1Cc1ccco1	-6.2%	14.9%	5.1%	-2.2%	-19.9%	80.9
O=C(c1ccccc1F)N1CCN(S(=O)(=O)c2ccc(S(=O)(=O)N3CCCCCC3)cc2)CC1	4.3%	3.8%	1.1%	-9.2%	-3.5%	-2.3
Cc1ccccc1N(CC(=O)NC1CCCCC1)C(=O)CCC(=O)Nc1nccs1	2.4%	11.5%	0.7%	-0.4%	-1.3%	15.1
Cc1onc(-c2ccccc2)c1-c1n[nH]c(=S)n1-c1ccccc1	x	8.4%	x	6.1%	x	-8.6
CS(=O)(=O)c1ccc(Cl)c(NC(=O)COC(=O)CCc2c[nH]c3ccccc23)c1	x	22.0%	-0.5%	-26.4%	-2.2%	-7.3
CCc1cccc(NC(=O)Cn2ncc3c([nH]c4ccc(C)cc43)c2=O)c1	x	x	13.9%	x	8.8%	9.1
Cc1ccc(-c2noc(CN(C(=O)Cc3ccccc3)C(C)C)n2)cc1	-5.0%	-14.7%	-10.2%	8.2%	1.5%	23.3
O=C(Nc1ccc(S(=O)(=O)Nc2nccs2)cc1)c1cc(-c2ccncc2)nc2ccccc12	0.2%	17.6%	-6.1%	56.2%[activator]	-11.3%	8.5
CCCCn1c(SCC(=O)N2CCCc3ccccc32)nc2c1c(=O)n(C)c(=O)n2C	2.1%	u	-10.9%	3.3%	-1.7%	33.9
COc1ccc(Br)c(C(=O)Nn2c(C)nc3ccccc3c2=O)c1	8.4%	2.9%	-8.9%	1.7%	4.8%	-5.6
NC(=O)C1CCN(C(=O)c2ccc(Oc3ccccc3)cc2)CC1	3.5%	-0.2%	u	5.5%	6.0%	24.9
Cc1occc1C(=O)N/N=C/C=C\c1ccccc1[N+](=O)[O-]	-12.1%	u	-7.5%	23.5%	-21.8%	-75.0*
Cc1ccc(S(=O)(=O)NCc2ccc(C(=O)N3CCCC3)cc2)cc1	7.1%	-23.0%	-7.0%	-16.9%	-10.9%	-6.0
CCOCCCNC(=O)C1CCN(c2nc3ccc(C)cc3[nH]2)CC1	x	x	14.0%	x	6.5%	0.0
O=C1CC(NNC(=O)c2cccc(F)c2)C(=O)N1 (centres undefined)	-6.9%	6.7%	-0.9%	-8.0%	-8.8%	7.5

Following part
molecule	Giardia FBPA inh	HCV inhibitor	AmpC detergent	AMA1-RON2 inh	Sm TGR inh	HCMV inh
CNC(=O)c1cc2cc(Cc3ccccc3Cl)ccc2oc1=O	6.2%	-5.6%	-3.7%	1.3%	5.4%	u
C=CCC1NS(=O)(=O)OC(CCCC)C1O (centres undefined)	-3.0%	8.4%	-5.3%	13.7%	8.9%	-13.7
N#CC1=C(N)NC(SCC(=O)c2ccc(Cl)cc2)=C(C#N)C12CCCC2	-23.4%	u	-2.0%	5.3%	0.0%	0.6
O=C(OCCN1CCCC1)C1(c2ccccc2)CCCC1	-9.3%	u	-11.0%	-9.6%	-3.5%	12.2
CCOc1ccc(S(=O)(=O)NCc2ccco2)c2ccccc12	-24.7%	-26.8%	-9.7%	-5.0%	u	4.2
COC(=O)Nc1ccc(OCc2ccccc2)cc1	-7.5%	-6.1%	u	3.9%	8.4%	27.6
O=C1CC(c2ccccc2C(F)(F)F)c2c(c3ccccc3[nH]c2=O)O1 (centres undefined)	x	x	0.0%	x	6.1%	-0.6
CCOc1ccc(Cl)cc1C1CC(=O)Nc2cc(OC)c(OC)c(OC)c21 (centres undefined)	x	x	20.3%	x	1.4%	20.5
CC1CCCC(C)N1C(=O)COC(=O)c1ccc2ccccc2n1 (centres undefined)	x	9.1%	x	-0.2%[11.6 µM]	x	-5.0
